# LGR2 inh = blocks bursicon-induced cAMP signaling via Drosophila LGR2; hit rate 0.35% among 380,000; inhibition, % at 9.99 µM; HEK293 LGR2, CRE-luciferase, bursicon-stimulated, 4 h;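 active = drop in luminescence signal, shown as inhibition above about 50% in the replicate tests, limit read from the data, passing the limit was not always enough; inconclusive = probably only some replicates passing the limit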;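 also: agonist challenge used bursicon conditioned medium at about half maximal strength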
# SIRT5 block = inhibitors of human sirtuin-5 desuccinylase; Q9NXA8; Purified SirT5, succinyl-peptide AMC, trypsin-coupled fluorescence; inhibition, % at 15 µM; hit rate 1.1% among 330,000; AID 652115; in the data active = inhibition above about 15%; inconclusive = no clear call, values can overlap the other calls
# Target sequence (Q9NXA8 whole entry, looked up): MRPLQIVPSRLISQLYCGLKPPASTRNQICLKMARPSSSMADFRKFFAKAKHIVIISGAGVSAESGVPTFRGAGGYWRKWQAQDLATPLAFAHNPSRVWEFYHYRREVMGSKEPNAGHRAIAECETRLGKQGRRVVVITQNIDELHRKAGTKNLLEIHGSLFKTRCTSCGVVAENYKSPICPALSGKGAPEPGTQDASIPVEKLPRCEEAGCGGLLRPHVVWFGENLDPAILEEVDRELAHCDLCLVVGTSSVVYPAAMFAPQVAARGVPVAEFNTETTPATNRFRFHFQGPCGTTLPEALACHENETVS
# esBAF inh = inhibitors of esBAF chromatin remodeling in mouse ES cells; reporter increase, % at 12.5 µM; hit rate 2% among 350,000; Bmi1-luciferase knock-in reporter, 24 h; 100% = twice the neutral-well signal; in the data active = activation above about 40%; inconclusive = no clear call, values can overlap the other calls;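 also: 0% = median of the plate's neutral control wells and 100% = double that signal; a rise in the Bmi1 reporter signal indicates esBAF inhibition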
# FN deposition inh = fibronectin deposition inhibition. AH1F fibroblasts, Alexa488-fibronectin deposition fluorescence, overnight. inhibition, % at 12.6 µM. AID 743247. hit rate 0.086% among 350,000;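 active = mean inhibition across replicates of 30% or more, regardless of how many single replicates reach that level; inconclusive = mean under 30% yet at least half of replicates reach 30%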;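 also: positive control wells lacked labelled fibronectin entirely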
#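 Assay system: AH1F fibroblast monolayer, labelled fibronectin deposition. Amount: 10000 cells per well. Also added: labelled fibronectin 24 nM. Compound: single-point pinned compound. Incubation: cell attachment 1 h, compound and FN exposure overnight. Detection: fluorescence after three HBSS washes, excitation 485 nm, emission 525 nm. Read-out: inhibition of fibronectin deposition signal.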
# Casp6 inh = blocks human caspase-6 cleavage activity. P55212. purified caspase-6, Z-VEID-R110 cleavage fluorescence. inhibition, % at 12.5 µM. hit rate 0.53% among 350,000;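 active = mean inhibition across replicates at least about 35%, with every replicate also reaching that limit, limit read from the data; inconclusive = only one of the two criteria met; inactive = neither criterion met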;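 also: 0% = median of neutral control wells and 100% = no fluorescence left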
# Target sequence (P55212 24-179 limits assumed): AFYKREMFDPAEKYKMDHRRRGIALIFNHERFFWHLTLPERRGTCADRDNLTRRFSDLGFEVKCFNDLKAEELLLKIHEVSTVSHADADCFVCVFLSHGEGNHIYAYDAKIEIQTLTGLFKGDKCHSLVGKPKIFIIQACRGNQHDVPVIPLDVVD
# Target sequence (P55212 194-293 limits assumed): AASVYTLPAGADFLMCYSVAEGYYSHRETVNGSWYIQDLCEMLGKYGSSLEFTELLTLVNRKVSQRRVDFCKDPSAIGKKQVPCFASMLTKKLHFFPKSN
# C2C12 statin = protects C2C12 myotubes from simvastatin toxicity | ATP luminescence, 48 h; scaled: DMSO 0, geranylgeraniol control 100 | rescue of ATP level, % at 7.49 µM | hit rate 0.78% among 330,000 | AID 602340;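 active = mean ATP rescue above about 67%, or every replicate alone reaching that limit, limit read from the data, passing the limit was not always enough; inconclusive = no clear call, values can overlap the other calls; inactive = mean under the limit and some replicate under it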;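 also: myotubes were challenged with 10 µM simvastatin during compound exposure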
# S100A4 MyoIIA = inhibitors of human S100A4 binding to myosin IIA peptide; P26447; S100A4/TAMRA-MyoIIA peptide fluorescence polarization; inhibition, % at 10.7 µM; hit rate 0.14% among 360,000; AID 652163;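 active = mean inhibition of at least 70% across replicates, with every replicate also reaching that level; inconclusive = mean inhibition reaches 70% but some replicates fall short; inactive = mean inhibition below 70%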
# Target sequence (P26447 whole entry, looked up): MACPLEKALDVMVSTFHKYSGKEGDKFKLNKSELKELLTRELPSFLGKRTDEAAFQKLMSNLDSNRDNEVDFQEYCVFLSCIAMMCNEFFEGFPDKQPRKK
#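 incubation = readout 5 min after mixing, signal stable up to 60 min | system = S100A4 monomer protein | buffer or medium = HEPES pH 7.2 with CaCl2, KCl, NaCl, DTT, Triton | benchmarks = neutral control DMSO, positive control TFP | also added = fluorescent myosin IIA peptide, 5 nM | compound dosing = one concentration per compound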
# * marks the source's active call; other numbers are inactive results; ? = inconclusive; . = no result given. This is a subset; the hit share may differ from the screen's.
SMILES,LGR2 inh,SIRT5 block,esBAF inh,FN deposition inh,Casp6 inh,C2C12 statin,S100A4 MyoIIA
C[C@H]1CN([C@@H](C)CO)C(=O)Cc2cc(NC(=O)c3ccncc3)ccc2O[C@H]1CN(C)Cc1ccc(C(=O)O)cc1,2,-2,-1,.,3,1,-2
O=C(OCc1nnc(-c2ccc(Br)cc2)o1)c1cncc(Br)c1,-10,1,.,-1,3,.,2
COc1cccc(CN(C)C(=O)c2cc(S(=O)(=O)N3CCCCCC3)ccc2OC)c1,1,0,0,-12,-162,9,9
COCCNC(=O)c1cnn2c(C(F)F)cc(-c3ccc(C)cc3)nc12,-5,1,-9,.,3,4,-2
C[C@H](NC(=O)c1nc[nH]c1C(=O)N[C@H](C)c1ccccc1)C(=O)OC(C)(C)C,-3,5,8,-14,-1,-10,0
Cc1cccc(C)c1NC(=O)COc1ccc2c(C)c(Cc3ccccc3)c(=O)oc2c1,-2,-2,.,7,-2,.,1
CCCCOc1ccc(C(CC(=O)NC)C(=O)O)cc1 (stereo not given),6,-4,-7,.,-1,0,1
CN(CC(=O)Nc1ccccc1Br)c1ncnc2sccc12,34,-6,1,0,0,-1,-4
CCc1c(C)nc(N)n2c(SCC(=O)NC3CCCCC3)nnc12,2,1,-2,5,0,31,-19
COc1ccc(C(=O)OCc2c(-c3cccc(OC)c3)ncc3ccccc23)cc1,-4,.,1,8,-1,4,-5
C[C@@H]1CN([C@H](C)CO)C(=O)Cc2cc(NC(=O)c3ccncc3)ccc2O[C@@H]1CN(C)S(=O)(=O)c1ccc(F)cc1,5,-1,-2,4,2,-8,-2
O=C(C(=O)N1CCN(c2ccccc2F)CC1)c1cn(CC(=O)N2CCCC2)c2ccccc12,14,.,-2,0,1,-8,-3
CCCN(CCC)C(=O)C1CCCN(S(=O)(=O)c2ccc3c(c2)oc(=O)n3C)C1 (stereo not given),-14,-2,-3,3,-2,-1,4
CNC[C@@H]1Oc2c(N)cccc2C(=O)N([C@H](C)CO)C[C@@H]1C,-12,-2,-2,-1,-2,-5,12
O=C(N/N=C/c1ccco1)c1cc(-c2ccccc2)nc2ccccc12,-3,-3,0,-11,1,-3,-4
O=C(O)COc1ccc(NC(=O)c2ccc3c(c2)C(=O)N(C2CCCCC2)C3=O)cc1,7,0,-2,8,-3,-8,-1
COc1ccc(C2C3=C(CCCC3=O)Nc3nc(SCc4ccccc4)nn32)cc1OC (stereo not given),.,.,-3,-8,.,24,.
COC(=O)c1c(NC(=O)c2cccc([N+](=O)[O-])c2)sc(C(N)=O)c1C,-11,-5,.,6,3,.,-11
CO[C@H]1CN(C)C(=O)c2cc(NS(=O)(=O)c3ccc(C)cc3)ccc2OC[C@@H](C)N(Cc2nccs2)C[C@@H]1C,-7,-3,8,-3,2,-5,-2
N#CCS(=O)(=O)c1ccccc1,7,.,1,4,0,5,-5
CN1CCc2c(sc(NC(=O)c3ccco3)c2C(N)=O)C1,11,2,-1,0,-1,-4,-1
CCOC(=O)NC(=O)CSc1nc2ccc([N+](=O)[O-])cc2[nH]1,5,1,.,4,0,.,3
CCCCOC(=S)NC(=O)c1sc2ccccc2c1Cl,16,.,-4,-2,.,2,.
CC/C(=N\Nc1ccccc1[N+](=O)[O-])c1ccc(O)cc1,-8,0,.,3,2,.,-9
CC1CCN(C(=O)COC(=O)c2cccc(S(=O)(=O)N3CCOCC3)c2)CC1,1,.,-3,7,-1,6,-2

# Sorted by formula weight (largest number first): three of the compounds above.
SMILES,LGR2 inh,SIRT5 block,esBAF inh,FN deposition inh,Casp6 inh,C2C12 statin,S100A4 MyoIIA
CO[C@H]1CN(C)C(=O)c2cc(NS(=O)(=O)c3ccc(C)cc3)ccc2OC[C@@H](C)N(Cc2nccs2)C[C@@H]1C,-7,-3,8,-3,2,-5,-2
CN(CC(=O)Nc1ccccc1Br)c1ncnc2sccc12,34,-6,1,0,0,-1,-4
CCCCOc1ccc(C(CC(=O)NC)C(=O)O)cc1 (stereo not given),6,-4,-7,.,-1,0,1

# Continued.
SMILES,LGR2 inh,SIRT5 block,esBAF inh,FN deposition inh,Casp6 inh,C2C12 statin,S100A4 MyoIIA
CCn1c(SCC(N)=O)nc2ccccc2c1=O,-11,-4,6,.,-1,0,1
COC(=O)C1C(=O)C2=C(CC1C)NC(C)=C(C(=O)OC1CCCCC1)C2c1ccc(N(C)C)cc1 (stereo not given),.,.,1,-6,.,3,.
Cc1nn(C(C)C(=O)NCC2CCCO2)c(C)c1[N+](=O)[O-] (stereo not given),2,-6,-2,-5,-2,12,-18
Cn1ccnc1/C(=N\NC(=O)c1ccc(O)cc1)c1cccc([N+](=O)[O-])c1,-12,4,-6,-4,-1,0,-2
Cc1ccccc1OCC(=O)Nc1ccc(S(=O)(=O)Nc2onc(C)c2C)cc1,3,2,-5,12,5,-7,-1
CN1C[C@H](O)COC[C@H]2O[C@@H](CC(=O)NC3CCC3)CC[C@@H]21,-1,1,-5,-6,0,-27,4
Cc1ccc(S(=O)(=O)N2CCN(C(=O)COC(=O)/C=C/c3ccc([N+](=O)[O-])cc3)CC2)c(C)c1,1,2,-16,-7,3,9,-6
CN(CC(=O)NCCc1ccccc1)S(=O)(=O)c1ccc(Br)s1,-13,-2,-3,0,1,54,-12
O=C(NCCCN1CCOCC1)c1ccc2c(=O)n(CCc3ccccc3)c(=O)[nH]c2c1,.,.,-2,-5,.,12,.
C#Cc1ccc(CN2CCC(Oc3cc(C(=O)NC4CC4)ccc3OC)CC2)cc1,4,-3,-2,-5,-5,-18,-2
CO[C@@H]1CN(C)C(=O)c2cc(NC(=O)c3ccccc3)ccc2OC[C@@H](C)N(CC2CC2)C[C@@H]1C,4,.,-1,-14,.,25,.
Cc1nc2ccccc2c2oc(C(=O)NCc3ccccn3)cc12,12,-7,-1,.,-1,-1,-1
Nn1c(CSc2nc3ccccc3o2)nnc1CSc1nc2ccccc2o1,.,.,-6,-4,.,18,.
C/C(=N\N=c1/sc2ccccc2n1C)c1ccccn1,-50,-4,?,-4,3,10,10
CC(C)=CCC/C(C)=C/CNC(=O)C[C@H]1C[C@H](C(=O)N2CCOCC2)[C@@]2(C)c3[nH]c4cc(CCC(=O)N(C)C)ccc4c3CCN2C1=O,-6,.,-19,-5,3,-18,0
COc1ccc(C(=O)NCC(c2ccccc2)N2CCCC2)cc1S(=O)(=O)N1CCOCC1 (stereo not given),1,-1,-2,0,-8,-4,-5
CC1CN(C(=S)SCCN2C(=O)CCC2=O)CC(C)O1 (stereo not given),-2,0,.,1,-1,.,-2
CCN(CC)C(=O)CSCC(=O)Nc1ccccc1,.,.,5,0,.,-1,.
Cc1noc(C)c1NC(=O)N(C)C[C@@H]1Oc2c(NS(C)(=O)=O)cccc2C(=O)N([C@H](C)CO)C[C@H]1C,2,1,6,.,-2,.,6
C[C@H]1CN([C@@H](C)CO)C(=O)c2cc(Br)cnc2O[C@@H]1CN(C)C(=O)C1CCOCC1,1,-2,-5,-11,-2,25,-28
C/C=C/c1ccc([C@H]2[C@H](CO)N(C(C)=O)[C@H]2CNC(=O)CC2CC2)cc1,-6,6,2,-21,1,7,-15
CN1CCN(c2oc(-c3ccccc3Cl)nc2S(=O)(=O)c2ccccc2)CC1,-7,2,-3,.,-4,28,-2
C[C@H](CO)N1C[C@H](C)[C@H](CN(C)C(=O)Nc2ccc(F)cc2)Oc2c(NS(=O)(=O)c3ccc(F)cc3)cccc2C1=O,-9,-8,4,.,.,-30,0
C[C@H](NC(=O)[C@H]1[C@H](CO)[C@H]2Cn3c(ccc(-c4ccncc4)c3=O)[C@@H]1N2C)c1ccccc1,-6,-3,8,.,-3,6,5
CC(C)Cn1c(N)c(C(=O)COC(=O)c2cnccn2)c(=O)n(C)c1=O,2,2,.,-2,1,.,-1
SMILES,LGR2 inh,SIRT5 block,esBAF inh,FN deposition inh,Casp6 inh,C2C12 statin,S100A4 MyoIIA
CSCCC(NC(=O)C1CCC(C)CC1)C(=O)Nc1ccc(NC(C)=O)cc1 (stereo not given),0,2,-8,4,2,-1,5
O=C(Cn1nnc2ccccc21)c1ccc(Cl)cc1,-33,-5,15,-8,0,3,3
Cc1c(C(=O)NC(=S)Nc2ccc(N3CCOCC3)cc2)cccc1[N+](=O)[O-],-35,0,.,-10,2,.,0
COc1ccccc1NS(=O)(=O)c1cc(NC(=O)c2sccc2C)ccc1N1CCCC1,-10,.,-1,-10,.,14,.
Cc1cn([C@H]2C[C@H](O)[C@@H](CNS(=O)(=O)N3CCCC3)O2)c(=O)[nH]c1=O,?,-2,-4,7,-2,-8,0
COc1ccccc1C(C)NCC(=O)NCc1ccc(C)cc1 (stereo not given),7,-3,-5,-3,-3,-2,-9
OC[C@@H]1CN(Cc2ccco2)C[C@H](n2cnc3c(Nc4ccccc4)ncnc32)O1,-12,.,7,-26,2,-27,-8
O=C(c1ccc(Cl)c(S(=O)(=O)N2CCCCCC2)c1)N1CCN(CCO)CC1,.,.,0,-5,.,6,.
O=C(C[C@H]1CC[C@@H](NC(=O)c2ccccc2)[C@H](CO)O1)NCCc1ccncc1,-4,32*,-6,3,0,2,28
CCCN(CCC)S(=O)(=O)c1cccc(C(=O)Nc2ccc3c(c2)OCO3)c1,-2,.,-5,5,.,-39,.
Cc1nc(C(F)(F)F)ccc1C(=O)N1CCC(C)(C(=O)NS(=O)(=O)C2CC2)C1 (stereo not given),-1,-2,2,-4,0,2,-7
O=C(CSc1cccc[n+]1[O-])Nc1ccc(N2CCOCC2)cc1,10,0,.,2,4,.,-3
CN(C(=O)c1cccc(NC(=O)Cc2ccc(NC(=O)C3CCCN(C(=O)C4CCC4)C3)cc2)c1)C1CC1 (stereo not given),-12,1,-7,5,0,-1,-3
COc1ccc(C2CC(c3cccs3)=NN2C(=O)CSc2nncn2C)cc1OC (stereo not given),2,5,.,-6,7,.,9
CCOC(=O)c1cc(C)nc(S(C)(=O)=O)c1C#N,-2,-4,.,7,1,.,-9
Cc1c(Cl)ccc2sc(NC(=O)c3ccco3)nc12,-32,-1,64*,4,1,-1,3
O=C1c2ccccc2NC(c2ccccc2)N1NS(=O)(=O)c1ccccc1 (stereo not given),-4,-4,0,4,-3,4,2
COc1ccc(S(=O)(=O)N2CCN(C(=O)c3cccnc3)CC2)cc1OC,1,2,-7,7,-1,11,5
COC(=O)C1=CN(C)C=C(C(=O)OC)C1c1ccc(O)c(OC)c1,28,-7,-1,1,5,1,0
COc1ccc(NC(=O)N2CCC3(CC2)CN(C(=O)CN2CCOCC2)[C@H](CO)c2[nH]c4cc(OC)ccc4c23)cc1,1,-2,.,-2,1,.,6
CCOC(=O)c1[nH]c2ccc(F)cc2c1NC(=O)CCN1CCOCC1,5,-3,.,-6,4,.,-4
O=C(CC1CC1)N1CC2(C1)[C@@H](c1ccccc1)[C@@H](CO)N2Cc1cccc(F)c1,-6,19*,.,.,-2,.,0
O=C(c1ccc2c(=O)n(Cc3ccc4c(c3)OCO4)c(=O)[nH]c2c1)N1CCN(c2ccccc2)CC1,-7,0,-3,-10,-4,7,45
O=C(NCC1CC1)[C@H]1[C@H](CO)[C@H]2Cn3c(ccc(-c4ccccc4F)c3=O)[C@@H]1N2Cc1cccnc1,-14,-2,-1,.,-2,9,8
C=C1SC(=Nc2c(C)cc(C)cc2C)N(C(=O)c2sc3ccccc3c2Cl)C12CCCCC2,-3,-1,-14,-5,-1,-6,-2
Cc1cc(SCC(=O)N/N=C/c2ccc(O)c(O)c2)c(C)cc1Br,.,.,10,4,.,-3,.
CC(C)(C)NC(=O)C(=O)NCc1ccccn1,15,0,6,-9,0,2,-1
O=S(=O)(Cc1ccccc1)N1CCN(Cc2ccccc2)CC1,-6,.,3,-14,.,13,.
Cn1c(-c2ccc(F)cc2)cnc1SCC(=O)N1CCCc2ccccc21,-4,1,-2,-5,1,-2,4

# Compound activity from PubChem BioAssay.
